# High-throughput results deposited in PubChem BioAssay by several laboratories.
# NR2E3 ag-1 = NR2E3 (human) agonism | Q9Y5X4 | GST-NR2E3/biotin-RetCOR TR-FRET, 1536-well | inhibition of corepressor binding, % at 4.78 µM | 320,000 tested, 0.12% active | AID 2300;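 active = percent inhibition above the cutoff of mean plus 3 SD of all tested compounds, set per screening campaign, cut at about 20% in these data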;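 also: 0% = DMSO wells and 100% = biotin wells as full block of FRET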
# Target sequence (Q9Y5X4 whole entry, looked up): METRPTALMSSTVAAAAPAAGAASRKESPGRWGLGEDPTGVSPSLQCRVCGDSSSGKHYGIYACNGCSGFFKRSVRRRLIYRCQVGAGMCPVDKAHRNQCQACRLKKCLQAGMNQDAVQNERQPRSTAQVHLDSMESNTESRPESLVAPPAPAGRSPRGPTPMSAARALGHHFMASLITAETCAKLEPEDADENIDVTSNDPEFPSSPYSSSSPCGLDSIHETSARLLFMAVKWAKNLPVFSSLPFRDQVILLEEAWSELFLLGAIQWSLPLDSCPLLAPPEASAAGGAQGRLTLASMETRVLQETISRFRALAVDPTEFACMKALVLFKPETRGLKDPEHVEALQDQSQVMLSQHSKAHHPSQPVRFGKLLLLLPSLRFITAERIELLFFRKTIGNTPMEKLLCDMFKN
#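 Material: NR2E3–RetCOR corepressor complex / Amount: 1.35 nM GST-NR2E3 / Medium: Tris pH 7.5 / Compound: single nominal compound dose of 4.8 µM / Incubation: 5 h at 4 °C / Technique: TR-FRET, Eu(K)-anti-GST donor, streptavidin-D2 acceptor, ex 340, em 617/671 nm / Read-out basis: percent loss of FRET ratio relative to control wells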
# KKLEB tox = CF airway cell cytotoxicity counter-screen | KKLEB CF airway cells viability, ATPlite luminescence, overnight; active compounds read low; cells stimulated with P. aeruginosa culture filtrate | activity change (cytotoxicity), % at 5 µM | 360,000 tested, 0.36% active | AID 602141;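 active = corrected activity change at or below -50% at 5 µM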
# TROY signal inh = TROY signaling inhibition; 360,000 tested, 0.98% active; Q293 LMP1-TROYcd NF-kB luciferase reporter, 4 h; inhibition, % at 10 µM;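 active = compounds whose plate-normalised and pattern-corrected inhibition of the luciferase reporter signal at the single screening dose is 50% or more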
# TWEAK-Fn14 inh = inhibitors of TWEAK-Fn14 interaction signaling. TWEAK-stimulated Fn14 reporter cells, luciferase luminescence, 8 h. inhibition, % at 10 µM. 360,000 tested, 2% active. AID 1159606; in the data active = inhibition above about 50%
# TRPM1 prom inh = reduces MITF-dependent TRPM1 promoter luciferase signal. SK-MEL-5 TRPM1 promoter luciferase, 24 h. inhibition, % at 12.5 µM. 330,000 tested, 0.83% active. AID 488899;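 active = mean inhibition across replicates of 60% or more, whatever share of single replicates reaches that level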; also: values of inactives mirror those of a sister screen read the other way
# C8 TRAIL sens = sensitizes caspase-8 expressing cells to TRAIL. NB7+C8 cells + TRAIL, ATPlite viability luminescence. inhibition (viability loss, TRAIL sensitization), % at 10 µM. 360,000 tested, 1% active;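 active = compounds causing at least 50% loss of cell viability in the single-dose screen, relative to plate controls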
# Shn3 inh set2 = Schnurri-3 reporter inhibition in Clone20 osteoblasts; Clone20 osteoblast Shn3 3'UTR firefly luciferase, 24 h; inhibition, % at 12.5 µM; 360,000 tested, 0.52% active; AID 588674;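 active = mean inhibition of at least 75% with every replicate also reaching 75%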;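 also: 0% = median of neutral control wells and 100% = pilot-screen positive control compound; some compounds past the cut are filed as inactive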
# NR2E3 ag-2 = human photoreceptor-specific nuclear receptor agonism; Q9Y5X4; CHO-S Gal4-NCOR/VP16-NR2E3 two-hybrid, luciferase; inhibition of corepressor binding, % at 3.98 µM; 360,000 tested, 0.35% active; AID 602229;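 active = inhibition above the mean of all tested compounds plus 3 SD, cut at about 70% in these data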;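 also: 0% = DMSO with NR2E3 transfected cells and 100% = cells lacking NR2E3 construct; higher means lower luciferase signal from less NR2E3 corepressor binding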
# CF NFkB inh = inhibitors of cystic fibrosis induced NF-kB; inhibition, % at 5 µM; 360,000 tested, 0.86% active; KKLEB NF-kB-GFP reporter, PAF-induced, GFP fluorescence overnight; AID 588850;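 active = at least 50% inhibition at 5 µM, scaled per plate between neutral and stimulator controls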;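 also: PAF is a Pseudomonas aeruginosa culture filtrate used as stimulus; plate controls were PAF-stimulated DMSO wells for no effect and unstimulated DMSO wells for full effect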
# Peg3 promoter = reduces Peg3 promoter-driven luciferase expression in HeLa; HeLa PEG-Prom luciferase reporter, luminescence, overnight; inhibition, % at 20 µM; 360,000 tested, 1.7% active; AID 588405;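 active = inhibition of at least 50% at 20 µM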
# HIF-2a block = HIF-2a inhibition. 786-0 RCC cells HIF-2a reporter, luciferase luminescence, overnight. 360,000 tested, 0.72% active. inhibition, % at 18.8 µM;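 active = inhibition of the luminescence signal of 40% or more relative to plate controls, in a single-dose primary screen at 18.75 µM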
# * marks the source's active call; other numbers are inactive results; nt = not tested or not shown.
molecule	NR2E3 ag-1	KKLEB tox	TROY signal inh	TWEAK-Fn14 inh	TRPM1 prom inh	C8 TRAIL sens	Shn3 inh set2	NR2E3 ag-2	CF NFkB inh	Peg3 promoter	HIF-2a block
N#Cc1nc(-c2cccs2)oc1NCCCN1CCOCC1	2.0	-10.2	-22.4	6.5	-0.1	6.1	-5.0	-30.4	1.2	3.5	-11.7
Cc1ccc(NC(=O)CN2C(=O)NC3(CCCC3)C2=O)c(Cl)c1	3.1	9.4	0.7	10.1	-16.8	-18.0	-0.8	-30.7	-11.2	1.7	9.1
O=C(Nc1ccc2oc(-c3ccccc3F)nc2c1)c1ccco1	2.6	-3.1	-40.9	-10.8	-71.9	2.7	-44.1	-134.9	-15.0	-351.7	-356.4
Cc1nn2c(-c3ccc(Cl)cc3)ccnc2c1-c1ccccc1	nt	-6.6	-60.7	-19.7	-80.3	21.5	-39.0	-2.6	3.4	-239.6	-148.0
CCOC(=O)C1(CC2CC2)CCN(Cc2cc(Cl)c(O)c(OC)c2)CC1	-2.3	-7.3	16.0	-2.6	-1.0	-1.9	14.9	-1.6	-13.7	7.0	9.1
COc1ccc(-c2noc(CCC(=O)NCC3CCCO3)n2)cc1 (stereo not given)	0.2	-0.2	16.0	10.4	1.8	-12.2	17.0	-24.6	-1.7	-4.5	0.1
Cc1ccc(S(=O)(=O)NCCC(=O)OCc2ccc([N+](=O)[O-])cc2)cc1C	2.0	2.5	1.1	-20.7	-6.5	16.7	10.0	-0.6	8.7	3.6	-8.1
CC(=O)OCC[n+]1c(C)n(-c2ccccc2)c2ccc(Cl)cc21	1.5	12.5	2.3	2.9	0.3	-4.5	21.6	-20.8	-5.3	-6.8	13.1
CCCCN1CC(=O)N2[C@H]3c4ccc(OC)cc4OC[C@@H]3[C@H](c3ccccc3)[C@]2(C)C1=O	-1.5	14.6	3.8	-23.6	2.5	1.7	7.4	-0.3	-16.6	2.2	15.0
Cc1cc(C)cc(NC(=O)CSc2nnc(-c3cc(C)[nH]n3)n2N)c1	-0.4	17.6	3.2	-9.2	6.0	3.5	-2.8	-29.3	3.6	-11.2	-4.9
Cn1c(SCc2cccc(Cl)c2)nc(C(F)(F)F)cc1=O	3.7	-7.5	0.8	1.3	22.0	-15.0	-4.7	0.4	7.1	13.4	24.2
NC(=S)NNc1cccc2cccnc12	2.7	-2.6	-13.7	-5.2	13.3	-10.8	-9.8	-7.0	-34.0	-21.4	-8.9
O=C(c1ccco1)N1CCN(Cc2cc(=O)c(OCc3ccccc3Cl)co2)CC1	-6.0	13.4	-4.2	12.3	3.1	-16.6	13.5	-24.0	4.3	3.9	14.2
Cc1cccc(C)c1NC(=O)Nc1ccccc1-n1ccnc1	0.5	-1.7	1.1	6.7	-9.6	-1.2	-2.0	-10.7	3.7	19.8	14.9
COC(=O)c1ccc(C)c(NS(=O)(=O)c2ccc(C)c([N+](=O)[O-])c2)c1	1.5	-2.9	-14.0	-8.0	-2.4	-11.2	-4.4	-10.8	-0.7	26.1	15.1
Cc1ccc(C2=NN(C3=NN=C(N)Cc4ncnn43)C(O)(C(F)(F)F)C2)cc1 (stereo not given)	-1.0	0.5	2.0	-7.7	8.4	-3.8	-14.2	-6.8	4.9	11.2	10.8
Nc1nc(NCc2ccco2)nc(N2CCCCC2)c1[N+](=O)[O-]	12.1	-15.7	-14.6	16.4	-3.3	-5.0	7.9	-2.1	8.0	13.8	8.3
COc1ccc(S(=O)(=O)N2CCCCC2)cc1NC(=O)CCc1nc2ccccc2c(=O)[nH]1	4.3	-8.3	-4.3	14.8	3.6	11.9	14.3	1.7	7.5	21.9	0.9
Cc1cccc(NC(=O)c2ccc([N+](=O)[O-])o2)n1	-0.8	-24.8	7.3	10.9	22.0	2.7	60.6	14.5	61.2*	13.6	-2.8
Cc1ccc(COC(=O)c2cccc(S(=O)(=O)N3CCCCC3)c2)cc1	nt	7.4	3.6	14.8	-3.4	-6.3	-2.9	-22.9	28.7	12.7	-10.7
COc1ccc(-c2cc3nc4c(c(=O)n3[nH]2)CCC4)cc1	5.0	-8.4	-23.2	-2.2	-44.1	26.9	-75.4	-88.8	0.1	-183.6	-184.9
C(/C=C/C=C/Nc1ccccc1)=Nc1ccccc1	1.9	5.2	-26.3	-16.1	11.2	-13.0	-5.3	-16.5	-0.4	-2.9	-17.2
CCOC(=O)c1c(C)nc(-c2ccccc2)nc1NC(=O)CC	-3.9	1.0	-82.3	9.2	-10.8	1.1	-21.3	-59.9	4.3	-126.1	-183.2
O=C(Nc1cc(Br)ccc1O)c1cc(-c2ccccc2)on1	nt	-13.1	-31.8	-59.0	-43.6	7.1	-67.5	-37.5	16.2	-107.5	-122.2
COc1ccccc1OCCC(=O)OCC(=O)NC(C)c1ccccc1 (stereo not given)	0.6	4.0	-6.8	-18.5	15.1	-4.6	-20.3	5.3	-2.9	1.0	10.7
COc1ccc(S(=O)(=O)N2CCSC2)cc1C	-2.7	-1.0	17.0	20.2	12.6	0.0	8.9	2.3	-2.2	21.9	22.3
CCOc1ccc(C(=O)Nc2ccccc2OC(F)F)cc1	0.9	-1.2	-41.6	-9.5	-11.1	-2.0	-6.4	-5.6	-1.3	-39.7	-72.4
O=C(NCCNc1ccc([N+](=O)[O-])cc1C(F)(F)F)c1ccc(F)cc1	3.5	-6.4	2.7	10.1	-1.0	13.8	0.0	4.9	2.8	23.6	15.3
Cc1ccccc1-c1noc(CNC(=O)c2ccco2)n1	-2.4	-4.9	-6.8	-16.2	10.8	0.3	-8.7	-20.5	11.5	-11.4	-14.8
Cc1ccccc1Nc1nc(N)c2ccccc2n1	0.8	-24.8	-33.7	53.5*	-27.4	63.4*	-46.8	-70.8	22.4	-200.9	-106.8
O=C(CCC(=O)N1CCN(c2ccccn2)CC1)c1ccc(Cl)s1	4.7	-1.5	-8.0	11.2	-10.1	4.3	-25.4	-21.4	-8.8	-72.0	-77.3
CCOc1ccccc1OCCCC(=O)Nc1cc(S(=O)(=O)N2CCOCC2)ccc1OC	nt	1.5	-20.8	-4.8	-1.4	-9.9	-10.6	-24.9	7.4	8.5	10.9
CCOC(=O)[C@H]1[C@H]2COc3ccc(Br)cc3[C@@H]2N2C(=O)CN(Cc3ccc(OC)cc3)C(=O)[C@@]12C	2.1	-18.3	-15.6	1.5	0.2	-6.7	18.1	-13.4	0.0	23.6	16.1
CC(=O)C1=C(O)C(=O)N(CCc2c[nH]c3ccccc23)C1c1ccc(O)cc1 (stereo not given)	5.0	-26.4	-4.7	-7.8	7.1	-2.0	-20.6	-3.8	-5.6	10.0	13.7
CC1CCC(NC(=O)C(=O)Nc2ccc3c(c2)OCO3)CC1 (stereo not given)	3.2	-1.6	-53.0	-24.1	-66.5	16.8	-68.0	-123.4	7.4	-350.4	-213.7
CCc1csc(CCNC(=O)C2CCC(=O)N(CCOC)C2)n1 (stereo not given)	3.8	-14.4	-8.2	-4.3	-6.5	-7.0	-2.4	-1.0	4.7	4.5	-1.9
COc1ccc(NC(=O)CN2CCN(CC(=O)Nc3ccc(F)cc3)CC2)c(OC)c1	-1.7	4.3	-10.7	8.9	12.9	9.3	10.0	-17.7	-6.4	7.5	13.1
CCOc1ccccc1C(=O)NCC(=O)NCC(C)(C)N1CCOCC1	-0.3	23.5	-6.2	1.7	-10.0	8.6	2.5	-7.1	-6.5	4.2	9.0
CCC(C)NCCCOc1c(C)cc(C)cc1Br (stereo not given)	1.0	-15.8	5.4	-27.4	-2.0	9.6	-0.2	-5.8	11.7	13.2	20.7
CS(=O)(=O)NCCSc1nnnn1-c1ccccc1	-3.7	1.5	9.9	-6.7	0.6	4.1	-16.0	-23.2	-1.7	9.4	-12.7
CC(=O)N1CCN(C(=O)COc2ccc(Br)cc2)CC1	-1.2	9.3	23.7	20.4	-2.4	-24.3	-3.2	9.7	-8.5	12.5	7.9
N/C(Cc1ccc([N+](=O)[O-])cc1)=N\OC(=O)Cc1ccc(Cl)cc1	-0.7	-2.1	9.3	-15.5	8.1	14.0	2.1	-18.6	16.1	11.4	2.5
Cc1ccc(C)c(N(CC(=O)NC2CCCCC2)C(=O)c2csnn2)c1	0.8	2.4	-2.3	-1.2	10.2	-4.9	13.4	-13.0	3.1	14.7	4.5
O=[N+]([O-])c1cccnc1C1OCCO1	nt	-3.4	-20.2	2.9	nt	19.1	10.4	19.1	-14.9	-1.9	1.0
CCCCNC(=O)NNC(=O)COc1cc(C)cc(C)c1	-2.6	-4.8	-3.0	12.4	11.7	-9.5	4.8	8.6	-7.9	3.6	1.3
CCOc1ccc(-c2nn(-c3ccccc3)cc2/C=C(\C#N)S(=O)(=O)c2ccccc2)cc1C	0.5	-16.5	-11.8	16.4	-6.7	-11.1	-11.4	-15.9	-1.7	-26.9	-25.4
Cc1cc2c(cc1S(=O)(=O)N1CCc3ccccc31)NC(=O)CO2	-1.2	-12.5	17.4	15.6	5.9	-0.2	7.7	-27.3	4.4	13.6	21.9
COC(=O)C1=CN(c2ccc(OC)cc2)C=C(C(=O)OC)C1c1ccc(C)c([N+](=O)[O-])c1	2.9	-23.8	-7.7	9.8	-6.4	-10.4	-5.3	5.0	32.5	21.3	6.0
COCCC(=O)N1CCC(Oc2ccc(C(=O)NC3Cc4ccccc4C3)cc2)CC1	-1.9	2.3	-0.3	15.7	12.4	11.7	12.7	-2.5	-7.1	-15.0	1.6
CCOc1cc(/C=N/NC(=O)c2ccncc2)ccc1OC(=O)c1ccc([N+](=O)[O-])cc1	6.3	-0.4	25.6	-5.3	10.9	4.7	-8.5	-6.7	-9.5	12.3	12.2

# Sorted by the number under NR2E3 ag-2 (highest first): 3 of the compounds above.
structure	NR2E3 ag-1	TWEAK-Fn14 inh	TRPM1 prom inh	Shn3 inh set2	NR2E3 ag-2	CF NFkB inh	Peg3 promoter	HIF-2a block
CC(=O)C1=C(O)C(=O)N(CCc2c[nH]c3ccccc23)C1c1ccc(O)cc1 (stereo not given)	5.0	-7.8	7.1	-20.6	-3.8	-5.6	10.0	13.7
Cc1ccccc1Nc1nc(N)c2ccccc2n1	0.8	53.5*	-27.4	-46.8	-70.8	22.4	-200.9	-106.8
COc1ccc(-c2cc3nc4c(c(=O)n3[nH]2)CCC4)cc1	5.0	-2.2	-44.1	-75.4	-88.8	0.1	-183.6	-184.9

# Only part of the results is shown (hit frequency here may not be typical).
